# BH1578 lux ind: inducers of Vibrio cholerae quorum light production without autoinducers, primary screen, BH1578 luxS cqsA deficient, single point | AID 588436, 2011 | V. cholerae BH1578 lux reporter, luminescence, 6 h | 0.16% of 350,000 active | activation, % at 18.7 µM; in the data active = activation mostly above about 9.7%, no sharp cut-off; inconclusive = no clear call, values can overlap the other calls; inactive = mostly below about 3.7%; also: not every result past the cut was called active; inactives centre near 0; reference of the scale not given here
# PriA SSB inh: inhibitors of Klebsiella pneumoniae PriA binding to SSB C-terminal tail, primary screen, biochemical, AlphaScreen. AlphaScreen SSBct-PriA binding, biotinylated peptide. inhibition, % at 33 µM. 0.6% of 430,000 active. AID 1272365, 2023; in the data active = inhibition mostly above about 37%, no sharp cut-off; inactive = mostly below about 20%;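 also: plate controls were negative control peptide for no effect and reference peptide for full effect; strong numbers were not always called active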
# Anthrax LF inh2: Bacillus anthracis LF protease inhibitors, primary screen, biochemical, multiplex microsphere, MLPCN library; AID 588501, 2011; 0.12% of 360,000 active; multiplex microsphere protease cleavage assay; inhibition, % at 10 µM; also: plate controls were buffer without enzyme for full effect and enzyme alone for no effect
# BoNT A protease: BoNT/A light chain protease inhibitors, primary screen, biochemical, flow cytometry, MLPCN library; Botulinum neurotoxin type A light chain protease (Clostridium botulinum A str. ATCC 3502); multiplex microsphere protease substrate cleavage; inhibition, % at 10 µM; 0.17% of 360,000 active; AID 588499, 2011; also: plate controls were buffer without enzyme for full effect and enzyme alone for no effect
# SARS 3CLpro inh: SARS-CoV 3CLpro protease inhibitors, primary screen, biochemical, quenched FRET | recombinant SARS-CoV 3CLpro, quenched FRET peptide cleavage | inhibition, % at 6 µM | 0.14% of 290,000 active | AID 1706, 2009; in the data active = inhibition above about 12%
# PrPC surface inh: inhibitors of human cell surface prion protein PrPC, primary screen, cell-based, TR-FRET; Major prion protein (Homo sapiens), P04156; AID 720596, 2013; TR-FRET read-out; inhibition, % at 13.8 µM; 0.43% of 370,000 active; in the data active = inhibition above about 24%; also: 0% = median of the test wells and 100% = reference compound wells
# TcdB inh: TcdB glycohydrolase inhibitors, primary screen, biochemical, single point, plate reader; Toxin B (Clostridioides difficile), P18177; TcdB glycohydrolase enzymatic assay; inhibition, % at 9.99 µM; 0.24% of 350,000 active; AID 652162, 2013; in the data active = inhibition above about 10%
# Y pestis TopoI: Yersinia pestis topoisomerase I inhibitors, primary screen, biochemical, cleavage product accumulation, plate reader, single point; DNA topoisomerase I (Yersinia pestis CO92); Y. pestis Topo-I cleavage product accumulation; activity, % at 10 µM; 0.064% of 360,000 active; AID 504884, 2011; in the data active = activity above about 50%, passing the limit was not always enough; inconclusive = no clear call, values can overlap the other calls; also: inactives centre near 2
# PfHsp40 yeast: rescue of yeast from PfHsp40 toxicity, primary screen, S. cerevisiae, ATP luminescence; S. cerevisiae expressing PfHsp40, growth rescue; growth rescue, % at 12.5 µM; 0.68% of 340,000 active; in the data active = growth rescue above about 28%, passing the limit was not always enough; inconclusive = no clear call, values can overlap the other calls;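 also: yeast W303a lacking pdr1 and pdr3 grown in galactose medium; growth measured after three days at 30 °C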
# * hit, by the source's call; i = inactive; ? = inconclusive; · = not tested or not shown. Rule as the data show it, unless noted: active = inhibition above about 30%; inconclusive = no clear call, values can overlap the other calls; inactive = below that.
item	compound	BH1578 lux ind	PriA SSB inh	Anthrax LF inh2	BoNT A protease	SARS 3CLpro inh	PrPC surface inh	TcdB inh	Y pestis TopoI	PfHsp40 yeast
1	CC(=O)N(C)c1ccc(NC(=O)Nc2ccccc2C)cc1	-0.5	1	-1	0.2	2	1	0.6	-10	-0.3
2	Cc1ccc(NC(=O)CN2CCN(CCN=CC3=C(O)CC(c4ccccc4)CC3=O)CC2)cc1 (stereo not given)	-0.3	-5	-2	0.0	1	0	0.5	33	-0.5
3	COC(=O)CS(=O)(=O)c1ccsc1C(=O)Nc1ccc(F)cc1	-0.2	-11	-1	0.2	3	-5	0.2	3	-0.7
4	CSc1nc2ccccc2cc1/C=C(\C#N)c1ccc(Cl)cc1Cl	i	-7	-4	0.8	3	-8	·	-4	-1.8
5	CC1(C)CC(=O)C(N=Nc2ccc(OC(F)F)cc2)=C(O)C1	i	12	-1	0.6	0	6	-0.6	-4	0.7
6	Clc1ccc(CNc2nc(CN3CCOCC3)nc3scc(-c4ccccc4)c23)cc1	-0.3	-3	-2	-0.2	0	6	·	9	-1.0
7	CC(NC(=O)C1CC2CCCC(C1)C2=O)c1ccccc1 (stereo not given)	-0.3	-5	1	-0.2	4	-5	·	1	1.6
8	COc1ccc2c(c1)C1=NN(/C(C)=C/C(C)=O)C(c3ccc(F)cc3)C1CC2 (stereo not given)	-0.1	-43	1	0.5	2	-3	0.6	9	23
9	COCCCNC(=O)CCCn1c(=O)c2ccccc2n(CC(=O)Nc2c(C)cc(C)cc2C)c1=O	-0.3	7	0	0.2	-2	-2	·	7	0.0
10	O=C(Cc1ccc(Cl)c(Cl)c1)NCC1(N2CCOCC2)CCCCC1	-0.2	-10	2	0.1	4	-3	1.7	16	5.3

# One compound at a time, from the list above. Order of values: BH1578 lux ind	PriA SSB inh	Anthrax LF inh2	BoNT A protease	SARS 3CLpro inh	PrPC surface inh	TcdB inh	Y pestis TopoI	PfHsp40 yeast
# COc1ccc2c(c1)C1=NN(/C(C)=C/C(C)=O)C(c3ccc(F)cc3)C1CC2 (stereo not given) across the screens: -0.1	-43	1	0.5	2	-3	0.6	9	23
# Cc1ccc(NC(=O)CN2CCN(CCN=CC3=C(O)CC(c4ccccc4)CC3=O)CC2)cc1 (stereo not given) across the screens: -0.3	-5	-2	0.0	1	0	0.5	33	-0.5
# Clc1ccc(CNc2nc(CN3CCOCC3)nc3scc(-c4ccccc4)c23)cc1 across the screens: -0.3	-3	-2	-0.2	0	6	·	9	-1.0
# O=C(Cc1ccc(Cl)c(Cl)c1)NCC1(N2CCOCC2)CCCCC1 across the screens: -0.2	-10	2	0.1	4	-3	1.7	16	5.3

# Back to the main list; the 2 compounds before the break are reprinted first.
item	compound	BH1578 lux ind	PriA SSB inh	Anthrax LF inh2	BoNT A protease	SARS 3CLpro inh	PrPC surface inh	TcdB inh	Y pestis TopoI	PfHsp40 yeast
9	COCCCNC(=O)CCCn1c(=O)c2ccccc2n(CC(=O)Nc2c(C)cc(C)cc2C)c1=O	-0.3	7	0	0.2	-2	-2	·	7	0.0
10	O=C(Cc1ccc(Cl)c(Cl)c1)NCC1(N2CCOCC2)CCCCC1	-0.2	-10	2	0.1	4	-3	1.7	16	5.3
11	Cc1ccc(-c2cc([C@H]3[C@H]4C=CC[C@@H](C)[C@@H]4C(=O)N3Cc3ccccc3)ccc2F)cc1	2.2	-4	0	-0.1	·	-1	0.5	-5	0.2
12	CCN(C1CCCCC1)S(=O)(=O)c1c(C)n(C)c(=O)n(C)c1=O	-0.3	-11	·	·	·	4	-6.6	0	0.9
13	COc1ccc(N(CC(=O)Nc2cccc(C(F)(F)F)c2)S(C)(=O)=O)cc1	i	-12	-9	0.1	5	2	·	9	1.1
14	COc1ccc(NC(=O)CC(C(=O)O)C(C)c2ccccc2)cc1 (stereo not given)	-0.4	-12	-2	-1.6	-3	6	0.9	-13	1.7
15	O=C1COc2cc(S(=O)(=O)CCC(=O)N3CCCCC3)c(Cl)cc2N1	-1.3	-4	2	0.8	0	-5	1.2	4	0.9
16	O=C(c1sc2ccccc2c1Cl)N1CCN(c2ccc(F)cc2)CC1	-0.1	-9	0	0.0	-3	2	·	39	13
17	NC(=S)N/N=C\c1ccccc1OCc1ccccc1	-0.2	·	-2	0.1	4	-10	1.9	1	2.7
18	CCOc1ccccc1NC(=S)Nc1ncccc1C	-0.6	29	0	-1.6	-3	12	0.3	16	7.9
19	CC1CN(C(=O)CCC(=O)NCc2ccccc2)c2cc(Cl)ccc2O1 (stereo not given)	i	-15	1	-0.1	3	-4	3.8	-4	-1.0
20	CCOC(=O)c1c2c(n(-c3ccc(OC)cc3)c1C)C(=O)C(=O)c1ccccc1-2	-0.8	4	11	12	·	·	·	5	85*
21	COC(=O)C1(Cc2ccccc2)NC(c2ccccc2C)C2C(=O)N(c3ccc4c(c3)OCO4)C(=O)C21 (stereo not given)	i	-4	6	-0.3	1	2	·	17	3.4
22	CC(C)(C)C(=O)Nc1ccc(C(=O)NNC(=O)c2ccccc2)cc1	-0.2	-14	0	0.0	1	1	-0.7	6	0.4
23	CCOC(=O)c1c(NC(=O)CN2CCCc3ccccc32)sc(C)c1C	-0.1	2	-1	-1.0	0	7	·	12	-0.6
24	Cc1nc(CNS(=O)(=O)c2cc(F)ccc2F)cs1	i	8	-1	0.6	4	8	·	0	-0.2
25	CNC(=O)CC1C(=O)N(C)C(=S)N1NC(=O)c1ccc(Cl)cc1 (stereo not given)	i	-12	2	0.6	-3	0	·	-3	-0.5
26	C/C(=N/NS(=O)(=O)c1ccc(Cl)cc1)c1cccc(O)c1	i	·	-7	0.2	-2	6	·	1	-0.2
27	CCc1cc2c(SCC(=O)c3ccc(C)cc3)ncnc2s1	i	-19	-3	1.2	-1	-3	1.4	-1	1.7
28	O=[N+]([O-])c1ccc(OC/C=C2\Oc3ccc([N+](=O)[O-])cc3C2N2CCOCC2)cc1 (stereo not given)	i	22	-9	-0.2	1	-7	·	25	1.6
29	O=C1CCC[C@@H]2[C@@H](Cc3ccccc3)[C@H](N3CCN(c4ccccc4)CC3)C[C@@H]3CCN1[C@@H]32	-1.5	-1	-1	-0.1	·	6	-0.3	5	-1.5
30	COc1ccc(OC)c(CN2C(=O)CCC2(C)C(=O)NC2CCCCCC2)c1 (stereo not given)	-0.2	0	-3	?	-2	3	·	11	0.6
31	Cc1noc(NS(=O)(=O)c2ccc(N/C=C/C(=O)c3ccccc3)cc2)c1C	i	-1	-5	-0.2	-5	2	·	-3	-0.3
32	C#Cc1cccc(C(=O)NC2CCCN(C3Cc4ccccc4C3)C2)c1 (stereo not given)	-3.4	-4	-4	-1.1	2	4	-3.9	17	-1.0
33	CCc1ccc(S(=O)(=O)/N=C2\C=C(Nc3cccc(C(=O)O)c3)C(=O)c3ccccc32)cc1	0.1	·	-1	1.5	6	-24	-0.7	-6	-0.8
34	Cc1ccc(NC(=O)c2ccc(N3CCOCC3)c([N+](=O)[O-])c2)cc1S(=O)(=O)N1CCOCC1	-0.1	18	-1	1.0	2	-10	·	9	1.2
35	O=C(NCC1CCOCC1)C1Cc2c(-c3ccccc3Oc3ccccc3)ccnc2O1 (stereo not given)	-0.3	·	-3	-0.3	·	7	1.2	1	·
36	CCCCC1=CC2=CC(=O)C(C)(OC(=O)CC)C(=O)C2=CN1Cc1ccco1 (stereo not given)	i	-1	1	-0.1	·	·	·	-1	-0.5
37	COc1ccc(NC(=O)COC(=O)COc2ccc(Br)cc2)cc1	i	-18	-2	-0.4	1	7	-0.7	3	1.2
38	O=C(Nc1cccc(O)c1)C1CC(c2cccc(Br)c2)=NO1 (stereo not given)	0.7	-3	-16	-6.7	-7	-5	2.1	-8	-0.8
39	O=C1N/C(=N\N=C\c2ccco2)SC1Cc1ccc(F)cc1 (stereo not given)	-0.4	·	3	0.1	2	-1	0.2	12	-0.2
40	CCCCN(C(=O)COC(=O)CSc1ccc([N+](=O)[O-])cc1)c1c(N)n(CCC)c(=O)[nH]c1=O	i	-8	-5	2.8	·	-2	0.6	0	0.3
41	Cc1ccc(CNC(=O)C2CCCN(S(=O)(=O)c3c(C)[nH]c(=O)[nH]c3=O)C2)cc1 (stereo not given)	i	11	-3	0.0	1	2	-0.1	-5	0.1
42	COc1cc(C2c3cc4c(cc3OC(N3CCOCC3)C2C)OCO4)cc(OC)c1OC(C)=O (stereo not given)	i	7	-9	-0.1	·	-3	1.7	-6	-1.9
43	COC(=O)c1ccccc1NC(=O)C1=CC(c2cccs2)=NS(=O)(=O)N1C	-0.2	-8	-3	0.2	3	1	-0.5	-2	-0.5
44	O=c1c2cn[nH]c2nc(SCc2cc(=O)n3cc(Br)ccc3n2)n1-c1ccc(Br)cc1	-2.8	3	2	3.5	0	-3	0.8	0	-2.2
45	CC(C)=CCc1c(O)ccc(C(=O)Cc2ccccc2)c1O	-0.6	-23	0	0.5	-1	10	·	-12	611*
46	O=S(=O)(NCc1nc(-c2ccccc2)no1)c1ccc(F)cc1	i	-13	-2	0.4	1	1	1.5	3	0.2
47	Cc1ccc(C(=O)OCCn2cc(C#N)c(=O)[nH]c2=O)cc1	-0.4	-1	-6	1.1	-1	5	1.6	4	-0.7
48	CCCCN(CC)CCCNC(=O)CS(=O)(=O)Cc1nc(-c2cccc(OC)c2)oc1C	·	-7	10	-1.0	2	-5	·	-3	-0.5
49	COc1ccc(OCCC(=O)Nc2cc(C)on2)cc1	-1.3	-1	4	-0.5	-2	3	·	-2	0.4
50	CC(=O)Nc1nc2c(s1)C(=O)NCC(C)(C)C2	-0.9	-11	-12	-1.8	-4	-1	0.7	-5	·
51	Cc1[nH]cc(Br)c(=O)c1Oc1ncc(C(F)(F)F)cc1Cl	0.6	-4	-3	-0.7	-4	5	0.5	-1	-0.7
52	Cc1ccc(S(=O)(=O)N2CCN(C(=O)CCC(=O)Nc3ccc(F)cc3F)CC2)cc1	2.1	-6	11	1.1	·	13	-1.4	13	0.6

# Screens deposited in PubChem by several laboratories.

# The list is partial; rates above refer to the full screens.
